Bioassay records deposited in PubChem by National Center for Advancing Translational Sciences (NCATS).
Tau fluor cs – counter-screen for tau fibril formation inhibitors; Potency, µM (doses to about 57.7 µM), for inactives: at the highest dose activity change, negative = decrease; AID 1463; actives 0.93% (n = 280,000); tau K18 P301L Alexa594 fluorescence, heparin fibrillization; note: nearly all actives have a fitted effect of over 55% in size
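Human K18 P301L tau (15 uM unlabeled plus 0.24 uM Alexa 594-labeled, final) in 100 mM sodium acetate pH 7 was mixed with compound and 20 uM heparin and incubated 6 hr at 37 C.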
GLA spleen mod – inhibitors or activators of human alpha-galactosidase in spleen homogenate; P06280; human spleen homogenate, 4MU-alpha-Gal fluorescence, 40 min; Potency, µM (top dose mostly 80 µM), for the others: at the top dose activity change, negative = inhibition, usual class: inhibitors; actives 0.008% (n = 240,000);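 note: 0% = enzyme with vehicle and -100% = no enzyme basal signal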
Target sequence (P06280 32-429 limits assumed): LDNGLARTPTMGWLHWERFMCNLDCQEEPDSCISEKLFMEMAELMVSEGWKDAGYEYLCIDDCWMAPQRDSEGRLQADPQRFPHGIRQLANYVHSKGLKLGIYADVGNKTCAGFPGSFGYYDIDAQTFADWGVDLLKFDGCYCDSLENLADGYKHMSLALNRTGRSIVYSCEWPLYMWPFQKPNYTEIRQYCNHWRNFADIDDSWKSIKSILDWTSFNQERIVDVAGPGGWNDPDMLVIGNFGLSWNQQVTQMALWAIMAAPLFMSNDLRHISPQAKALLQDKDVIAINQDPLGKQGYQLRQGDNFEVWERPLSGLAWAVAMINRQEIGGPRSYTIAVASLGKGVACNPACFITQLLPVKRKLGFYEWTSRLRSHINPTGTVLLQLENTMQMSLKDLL
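Human spleen homogenate (1 ug) as enzyme source, 4-methylumbelliferyl-alpha-D-galactopyranoside 1 mM final, citrate/phosphate pH 5.0 with 0.01% Tween-20. Compounds 40 min at 37C, NaOH/glycine stop; fluorescence Ex 365/Em 440, Hill-fit AC50.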
TexasRed fluor – Texas Red fluorescence interference in TRb-SRC2 counter-screen; AID 1479; actives 0.29% (n = 280,000); TRb/SRC2 Texas Red total fluorescence interference; Potency, µM (doses to about 106 µM), for inactives: at the top dose fluorescence change, negative = quenching; active = well fitted curve in either direction with a large enough effect; inconclusive = small, poorly fitted or top-dose-only effect
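Human TRβ ligand-binding domain (0.6 uM) and Texas Red SRC2 peptide (20 nM) in Tris buffer with 1 uM T3 and 5% DMSO were incubated with pinned compound for 5 hr at ambient temperature. Total fluorescence was computed as S + 2P (555/632 nm).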
TRb SRC2 PPI – inhibitors of human thyroid hormone receptor beta-SRC2 interaction | P10828 | TRbeta-SRC2 peptide binding, fluorescence polarization; receptor liganded with 1 µM T3 | Potency, µM (top dose mostly 106 µM), for the others: at the top dose activity change, negative = inhibition, usual class: inhibitors | actives 0.065% (n = 280,000);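 note: plate controls were bound peptide for no effect and peptide without receptor for full effect; nearly all actives have a fitted effect of over 50% in size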
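Quantitative HTS by FP: 0.6 uM TRb LBD, 20 nM labeled SRC2 20-mer, 1 uM T3, 5% DMSO; 5 hr ambient incubation; % activity per concentration and potencies from concentration series.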
ALDH1A1 inh – ALDH1A1 (human) enzyme inhibition. P00352. Purified ALDH1A1, NADH fluorescence, propionaldehyde substrate. Potency, µM (highest dose often 75.3 µM), for inactives: at the top dose activity, negative = inhibition, actives largely listed as inhibitors. actives 7.3% (n = 220,000). AID 1030; active = well fitted inhibition curve with a large enough effect, not every such curve was filed as active; inconclusive = small, poorly fitted or top-dose-only effect, or another doubt; inactive = no such curve, though single readings can be large or run the other way;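 note: plate controls were no enzyme wells and a reference inhibitor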
L3MBTL1 inh – blocks human L3MBTL1. AlphaScreen L3MBTL1–H3K9me1 peptide binding. Potency, µM (series often up to 57.1 µM), without a hit: at the highest dose activity, negative = inhibition, usual class: inhibitors. actives 0.66% (n = 230,000). AID 485360; note: nearly all actives have a fitted effect of over 60% in size
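L3MBTL1 50 nM + b-AHA-H3(1-15)K9me1 75 nM, 30 min RT; compound added, 30 min RT; streptavidin donor/Ni-chelate acceptor beads 10 ug/mL each final, 30 min RT dark; AlphaScreen read.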
Tau FP inhib – tau fibrillization inhibition (FP); K18 P301L tau heparin fibrillization, Alexa594 FP, 6 h; AID 1468; Potency, µM (doses to about 57.7 µM), without a hit: top-dose activity, negative = inhibition, actives largely listed as inhibitors; P10636; actives 0.39% (n = 280,000); note: nearly all actives have a fitted effect of over 55% in size
Target sequence (P10636 561-689 P618L limits assumed): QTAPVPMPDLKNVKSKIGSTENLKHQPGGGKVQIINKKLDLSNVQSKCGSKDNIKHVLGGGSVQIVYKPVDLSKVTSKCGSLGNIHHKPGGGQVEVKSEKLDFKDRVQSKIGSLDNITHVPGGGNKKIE
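Human tau K18 […] P301L fragment, 15 uM unlabeled plus 0.24 uM Alexa 594-labeled tau (final), with compound and 20 uM heparin in 100 mM sodium acetate pH 7; 6 hr at 37 C, then Alexa 594 FP read.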
Tau fibril ThT – inhibitors of human tau fibril formation, thioflavin T binding. P10636. recombinant tau K18 P301L (four-repeat tau fragment), heparin-induced fibrillization, ThT fluorescence. Potency, µM (series often up to 57.4 µM), for the others: at the top dose activity, negative = inhibition, hits mostly inhibitors. actives 2.1% (n = 270,000). AID 1460; note: nearly all actives have a fitted effect of over 55% in size
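Aggregation was driven by heparin (20 uM final) acting on recombinant tau […] bearing P301L in 100 mM sodium acetate pH 7; fibrils were detected with Thioflavin T.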
* = called active by the depositor; ? = inconclusive; · = no result given; [ ] = another dose, or the depositor's remark. Unless noted, calls come from the whole dose curve; as a rule, active = well fitted curve in the direction sought with a large enough effect; inconclusive = small, poorly fitted or top-dose-only effect, or another doubt; inactive = no such curve, though single readings can be large; an effect the other way counts as inactive or inconclusive. Unless noted, % is set by controls: 0 for no effect and ±100 for the full control effect; potency is the fitted concentration of half-maximal effect.

SMILES	Tau fluor cs	GLA spleen mod	TexasRed fluor	TRb SRC2 PPI	ALDH1A1 inh	L3MBTL1 inh	Tau FP inhib	Tau fibril ThT
CCOc1ccc(CCNC(=O)c2cc3c(-c4ccccc4F)nn(C)c3s2)cc1OCC	?	·	0%	-6%	·	·	-17%	-20%
O=[N+]([O-])c1ccc(-n2nnnc2CN2CCOCC2)cc1	1%	2%	0%	8%	7%	6%	3%	-3%
CC(OC(=O)c1cc2sccc2n1C)C(=O)NC(C)(C)C (stereo not given)	-6%	1%	0%	-5%	10%	8%	1%	-5%
O=C(Nc1ccccc1)C(Cc1ccccc1)NC(=O)C12CC3CC(CC(C3)C1)C2 (stereo not given)	-14%	1%	-6%	-4%	14%	2%	?	-5%
C/C(N)=C(/C#N)C(=O)CN1CCCCC1	2%	13%	4%	-1%	-2%	3%	8%	-2%
COc1cc(CCC(=O)OCC(=O)Nc2ccccc2C(C)C)cc(OC)c1OC	-6%	11%	-1%	-4%	4%	5%	-7%	-5%
Cc1c(C(=O)NCc2ccc3c(c2)OCO3)sc2nc(-c3ccccc3)cn12	-22%	2%	2%	11%	?	-18%	?	-6%
COc1ccc(C)cc1N(CC(N)=O)S(=O)(=O)c1ccc(C)cc1	3%	13%	1%	-10%	0%	3%	1%	2%
COc1ccc(NS(=O)(=O)c2ccc(-c3n[nH]c(=S)n3Cc3ccccc3)cc2)cc1	-12%	-4%	-5%	-4%	·	-15%	4%	-4%
CC(C)(C)N(CC#CCC1(O)c2ccccc2-c2ccccc21)CCO	9%	-25%	0%[53 µM]	-8%[53 µM]	1%	55%[activator]	0%	9%

An excerpt of these results, with values under each structure:
Values run as follows: Tau fluor cs, GLA spleen mod, TexasRed fluor, TRb SRC2 PPI, ALDH1A1 inh, L3MBTL1 inh, Tau FP inhib, Tau fibril ThT
Cc1c(C(=O)NCc2ccc3c(c2)OCO3)sc2nc(-c3ccccc3)cn12
    -22%, 2%, 2%, 11%, ?, -18%, ?, -6%
COc1ccc(C)cc1N(CC(N)=O)S(=O)(=O)c1ccc(C)cc1
    3%, 13%, 1%, -10%, 0%, 3%, 1%, 2%
COc1ccc(NS(=O)(=O)c2ccc(-c3n[nH]c(=S)n3Cc3ccccc3)cc2)cc1
    -12%, -4%, -5%, -4%, ·, -15%, 4%, -4%

Continuation.
SMILES	Tau fluor cs	GLA spleen mod	TexasRed fluor	TRb SRC2 PPI	ALDH1A1 inh	L3MBTL1 inh	Tau FP inhib	Tau fibril ThT
Cc1noc(/C=C/c2ccccc2F)c1S(=O)(=O)N1CCC(C(=O)Nc2ccc(C#N)cc2)CC1	?	·	0%	-1%	·	·	?	9%
O=C1Nc2cc3c(cc2C1=O)sc1ccccc13	?	-7%	-10%	-1%	?	?	6%	1.1µM*
O=c1oc2cc(O)ccc2cc1-c1nnc(Nc2ccccc2F)s1	?	·	-11%	-1%	·	·	6%	-6%
COc1ccnc(-n2cccc2C#N)c1C#N	9%	6%	6%	-5%	1%	3%	-3%	3%
COc1ccc(S(=O)(=O)NCCc2nnc3ccc(SCc4cccnc4)nn23)cc1	-7%	-5%	0%	6%	-12%	·	1%	-5%
Cc1ccc2c(c1)[C@@H](O)C[C@@H](C)N2N=O	-5%	8%	-2%	7%	0%	1%	-10%	-6%
FC(F)(F)c1nc(-c2cccs2)ncc1-c1nnnn1-c1ccc(Cl)cc1	-25%	3%	-1%	1%	?	·	2%	-6%
CCOc1ccc(N(CC(=O)O)S(=O)(=O)c2ccc(OC)c(OC)c2)cc1	2%	-10%	4%	-3%	3%	12%	7%	-9%
Fc1ccc(NC(=S)NCCN2CCOCC2)cc1	-7%	-8%	-4%	-4%	0%	-16%	-6%[2.34 µM]	-6%
Nc1nnc(SCc2cccnc2)s1	-9%	-6%	3%	-20%	0%	4%	1%	-1%

Whole records from above. Order of screens: Tau fluor cs | GLA spleen mod | TexasRed fluor | TRb SRC2 PPI | ALDH1A1 inh | L3MBTL1 inh | Tau FP inhib | Tau fibril ThT
`O=C1Nc2cc3c(cc2C1=O)sc1ccccc13` across the screens: ? | -7% | -10% | -1% | ? | ? | 6% | 1.1µM*
`Cc1ccc2c(c1)[C@@H](O)C[C@@H](C)N2N=O` across the screens: -5% | 8% | -2% | 7% | 0% | 1% | -10% | -6%
`FC(F)(F)c1nc(-c2cccs2)ncc1-c1nnnn1-c1ccc(Cl)cc1` across the screens: -25% | 3% | -1% | 1% | ? | · | 2% | -6%
`O=c1oc2cc(O)ccc2cc1-c1nnc(Nc2ccccc2F)s1` across the screens: ? | · | -11% | -1% | · | · | 6% | -6%
`Nc1nnc(SCc2cccnc2)s1` across the screens: -9% | -6% | 3% | -20% | 0% | 4% | 1% | -1%

More structures.
SMILES	Tau fluor cs	GLA spleen mod	TexasRed fluor	TRb SRC2 PPI	ALDH1A1 inh	L3MBTL1 inh	Tau FP inhib	Tau fibril ThT
CCC(C)C(=O)N1CCc2cc(-c3csc(N)n3)ccc21 (stereo not given)	-16%	12%	0%	-7%	?	0%	5%	?
COc1ccc(CCCC(=O)Nc2ccccc2F)cc1	4%	2%	3%	0%	0%	12%	1%	-4%
O=c1nc2sc3ccccc3n2c(=O)n1-c1cccc(Cl)c1	-20%	-9%	-4%	3%	2%	·	-9%	16%
O=C(Oc1ccc(C(=S)N2CCOCC2)cc1)c1ccc(Br)cc1	-5%	5%	0%	-5%	10%	7%	-6%	-6%
CC(=O)Nc1ccc(N2C(=O)CCC2=O)cc1C	-5%	2%	-3%	-4%	3%	·	7%	-1%
Cc1ccc(-n2c(=O)c3c4c(sc3n(CC(=O)Nc3cccc(Cl)c3)c2=O)CCCCC4)cc1C	-4%	·	-25%	-5%	·	·	?	11%
CC(=O)C1C(c2cccc([N+](=O)[O-])c2)C2C(C)=NN=C2CC1(C)O (stereo not given)	-3%	-3%	0%	-8%	-2%	4%	-17%	0%
